# Source: PubChem
# Exocytosis inh: blocks lytic granule exocytosis; TALL-104 LAMP-1 surface exposure, flow cytometry; cells stimulated with thapsigargin and PMA; inhibition, % at 10 µM; 0.66% of 360,000 active;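 active means inhibition above about 55%, limit read from the data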
# HTR2A ag: activates the mouse 5-HT2A serotonin receptor. P35363. CHO-K1 mHTR2A beta-arrestin complementation, luminescence; percent of 30 µM serotonin response. activation, % at 7.6 µM. 0.66% of 360,000 active. AID 624169;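 active means activation above a run cutoff, the mean activation of all tested compounds plus 3 SD, cut at about 14% in these data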;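 further: 0% = plate median of compound wells and 100% = 30 µM serotonin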
# N-glyco inh: N-linked glycosylation inhibition; reporter increase, % at 12.5 µM; AID 588692; D54 ERlucT glycosylation luciferase reporter, 24 h; percent of 100 nM tunicamycin response; 0.23% of 360,000 active;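 active means mean luciferase reporter signal, scaled so untreated is 0 and the glycosylation-blocking control 100, at or above a set limit in every replicate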;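 further: luciferase carries N-glycosylation sites so blocking glycosylation raises the light; 0% = median of neutral control wells and 100% = median of 100 nM tunicamycin wells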
# CaV13 ICDI inh: Disruptors of the CACNA1D IQ motif to Ca2+-dependent inactivation inhibitor domain association, primary screening, Förster resonance energy transfer in intact living …; inhibition, % at 12.3 µM; 0.098% of 340,000 active; AID 743397; HEK cells, CFP/YFP FRET ICDI-IQ, plate reader, 10 min; percent FRET-ratio fall versus neutral wells;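 active means mean replicate inhibition of at least 30% and at least 1% of replicates passing that level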;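 further: 0% = median of the neutral control wells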
# MC4R antagonist: antagonists of human melanocortin 4 receptor (MC4R) | MC4R-expressing cells, MTII-stimulated cAMP, LANCE TR-FRET | inhibition, % at 6.5 µM | 0.48% of 360,000 active | AID 540295;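 active means inhibition above its plate's cutoff, the mean of tested wells on that plate plus 3 SD, cut at about 29% in these data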;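 further: 0% = Melanotan II alone and 100% = Melanotan II plus saturating MCL0020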
# Target sequence (P32245 whole entry, looked up): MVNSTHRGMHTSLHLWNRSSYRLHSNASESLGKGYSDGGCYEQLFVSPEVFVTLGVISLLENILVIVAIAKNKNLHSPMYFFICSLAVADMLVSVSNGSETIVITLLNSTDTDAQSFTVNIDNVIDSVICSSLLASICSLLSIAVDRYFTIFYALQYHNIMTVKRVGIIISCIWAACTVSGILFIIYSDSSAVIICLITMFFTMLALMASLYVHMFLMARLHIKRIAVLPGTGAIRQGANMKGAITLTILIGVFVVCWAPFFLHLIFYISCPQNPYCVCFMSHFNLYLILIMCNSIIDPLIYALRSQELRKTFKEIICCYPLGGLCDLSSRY
#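 Material: U2OS-MC4R stable cell line | Reagent: Melanotan II challenge after compound preincubation | Doses: One concentration, 6.5 µM nominal | Incubation: 30-min compound preincubation, 1-h Melanotan II challenge, 1-h detection, room temperature | Signal: TR-FRET cAMP assay | Replicates: One well per compound, no replicates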
# ABCB6 inh 2: inhibitors of human ABC transporter ABCB6 | Q9NP58 | K562-ABCB6 porphyrin accumulation, flow cytometry, 1 h; hits give low values | fluorescence ratio to DMSO, % at 10 µM | 0.19% of 360,000 active | AID 602162;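 active means fluorescence ratio to DMSO below 75%, the collection mean minus 3 SD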;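 further: signal is porphyrin accumulated inside mitochondria; 100% equals median channel fluorescence of DMSO control wells; lower ratio means ABCB6 inhibition with less porphyrin fluorescence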
# H9c2 protect: protects H9c2 cardiomyocytes from peroxide injury; AID 588492; protection from H2O2 cell death, % at 20 µM; H2O2 injury protection, ATPLite, 2 h; 0.63% of 360,000 active;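 active means compounds giving at least 50% protection of heart cells from peroxide-induced death in the single-dose screen, raw or plate-pattern-corrected value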;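 further: 0% = DMSO wells with peroxide and 100% = DMSO wells without peroxide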
# ABHD5-PLIN5 inh: blocks binding of human ABHD5 to perilipin-5 | inhibition, % at 4 µM | Split G. princeps luciferase complementation, luminescence, 4 h | Q00G26+Q8WTS1 | 0.78% of 360,000 active | AID 602281;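 active means inhibition above the mean inhibition across every tested compound plus 3 SD, cut at about 22% in these data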;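 further: 0% = DMSO only wells and the 100% control is not disclosed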
# MC4R ag barr: agonists of human melanocortin 4 receptor (MC4R) beta-arrestin; U2OS MC4R beta-arrestin complementation, luminescence; percent of melanotan II response, DMSO zero; activation, % at 8.9 µM; 0.98% of 360,000 active;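 active means activation above a per-plate cutoff, the mean activation of sample wells on that plate plus 3 SD, cut at about 8% in these data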
# PDI inh: PDI (human) enzyme inhibition | P07237 | PDI insulin aggregation turbidity, A650, 90 min | inhibition, % at 10 µM | 0.052% of 350,000 active | AID 588391;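 active means mean inhibition across replicates of 30% or more, whatever share of single replicates reach that level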;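 further: absorbance from insulin aggregation driven by PDI reduction with DTT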
# Target sequence (P07237 whole entry, looked up): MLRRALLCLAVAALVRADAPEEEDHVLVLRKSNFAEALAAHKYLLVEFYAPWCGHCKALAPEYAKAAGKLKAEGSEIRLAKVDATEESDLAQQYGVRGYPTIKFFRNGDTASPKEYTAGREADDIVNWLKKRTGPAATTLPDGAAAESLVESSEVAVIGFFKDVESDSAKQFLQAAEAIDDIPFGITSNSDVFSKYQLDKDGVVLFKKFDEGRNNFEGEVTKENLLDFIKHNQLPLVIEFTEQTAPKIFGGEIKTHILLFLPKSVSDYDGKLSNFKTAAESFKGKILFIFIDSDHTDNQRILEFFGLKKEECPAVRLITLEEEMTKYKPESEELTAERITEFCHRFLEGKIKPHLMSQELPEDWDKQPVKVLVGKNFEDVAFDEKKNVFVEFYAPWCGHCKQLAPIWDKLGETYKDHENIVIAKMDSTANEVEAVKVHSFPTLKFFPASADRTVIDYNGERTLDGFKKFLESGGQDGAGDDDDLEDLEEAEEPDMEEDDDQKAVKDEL
# An asterisk follows results filed as active; . = no result given.
1	O=C(c1ccc(Cl)c(S(=O)(=O)N2CCCC2)c1)N1CCN(c2ccccc2F)CC1
2	O=C(NCC1CCCO1)c1cc(C(=O)c2ccc(Cl)cc2Cl)c[nH]1 (centres undefined)
3	CC(=O)c1c(C)[nH]c(C(=O)Nc2cc(F)ccc2C)c1C
4	NC(=O)c1ccc(C(F)(F)F)n(Cc2cccc(Cl)c2)c1=O
5	COc1ccccc1NC(=O)Nc1ccnn1C1CCN(C(=O)c2ccccn2)CC1
6	C=C(Cl)COC(=O)[C@H]1C2C=CC(C2)C1C(=O)O (some centres undefined)
7	O=C(COc1ccc(Cl)cc1)Nc1ccc(NC(=O)c2ccco2)cc1
8	O=C(CCN1C(=O)c2ccc([N+](=O)[O-])cc2C1=O)Nc1nccs1
screen / no.	1	2	3	4	5	6	7	8
Exocytosis inh	6	1	3	0	-1	1	1	1
HTR2A ag	1	-7	-3	4	4	7	-5	2
N-glyco inh	-4	-2	3	-5	4	0	-1	1
CaV13 ICDI inh	-5	3	-2	-10	-4	-6	-4	-4
MC4R antagonist	14	16	6	3	-1	21	-2	18
ABCB6 inh 2	99	95	99	98	99	99	92	92
H9c2 protect	-2	4	-3	3	6	8	-4	1
ABHD5-PLIN5 inh	-2	-5	3	-2	-7	-1	5	-1
MC4R ag barr	1.2	-2.1	-1.6	6.4	-1.1	0.2	3.3	0.1
PDI inh	2	1	-1	-5	4	-5	6	10

# Overlap with the part before: 4 entries, followed by the next part.
5	COc1ccccc1NC(=O)Nc1ccnn1C1CCN(C(=O)c2ccccn2)CC1
6	C=C(Cl)COC(=O)[C@H]1C2C=CC(C2)C1C(=O)O (some centres undefined)
7	O=C(COc1ccc(Cl)cc1)Nc1ccc(NC(=O)c2ccco2)cc1
8	O=C(CCN1C(=O)c2ccc([N+](=O)[O-])cc2C1=O)Nc1nccs1
9	O=C(Nc1cccc(Cl)c1)OCCOCCOC(=O)Nc1cccc(Cl)c1
10	CC(O)(c1ccc(F)c(F)c1)c1nc(-c2ccoc2)cs1 (centres undefined)
11	CCc1ccc2nc(Nc3nc(COC)cc(=O)[nH]3)nc(C)c2c1
12	Cc1csc(NC(=O)CN(C)S(=O)(=O)c2cccc3cccnc23)n1
13	O=C(O)c1cccnc1Sc1ccccc1
14	CCOC(=O)c1cnn(-c2sc(C(=O)OCC)c(C)c2C(=O)OCC)c1N
15	CCOC(=O)C1CCCN(C(=O)c2ccc3nc(-c4ccccc4)c(-c4ccccc4)nc3c2)C1 (centres undefined)
16	Cc1ccc(NC(=O)NCc2ccc3c(c2)OCO3)cc1C
screen / no.	5	6	7	8	9	10	11	12	13	14	15	16
Exocytosis inh	-1	1	1	1	-7	-3	1	6	-1	0	2	-2
HTR2A ag	4	7	-5	2	-5	0	1	9	3	4	-6	2
N-glyco inh	4	0	-1	1	-3	0	14	0	4	2	-1	0
CaV13 ICDI inh	-4	-6	-4	-4	-7	-5	-8	20	-6	-10	-14	6
MC4R antagonist	-1	21	-2	18	-3	-1	-6	11	11	12	13	6
ABCB6 inh 2	99	99	92	92	104	99	91	96	104	100	111	100
H9c2 protect	6	8	-4	1	-23	-10	24	1	4	-9	3	-2
ABHD5-PLIN5 inh	-7	-1	5	-1	8	22*	-4	2	2	-2	5	5
MC4R ag barr	-1.1	0.2	3.3	0.1	1.4	1.1	0.0	-1.3	-1.4	1.5	2.7	-1.4
PDI inh	4	-5	6	10	10	-4	-6	1	-1	-4	-1	-8

17	CCN(CC)S(=O)(=O)c1ccc2c(c1)c(=O)c(C(=O)NCc1cccs1)cn2C
18	CC(=O)c1cc(OC(=O)N2CCOCC2)ccc1OC(=O)N1CCOCC1
19	C[C@@H]([C@@H](O)c1ccccc1)N(C)C(=O)C(N)Cc1ccccc1 (some centres undefined)
20	Cc1ccc(-c2noc(CN(C(=O)c3cccc(Br)c3)C(C)C)n2)cc1
21	N#CC1(C#N)C(C(=O)C23CC4CC(CC(C4)C2)C3)C12CCOCC2 (centres undefined)
22	COc1ccc(-c2cc3nc(C)cc(NCCO)n3n2)cc1
23	O=C(NCc1ccc(Cl)cc1)C1CCN(S(=O)(=O)c2cc([N+](=O)[O-])ccc2Cl)CC1
24	CC(=O)Cc1cc(=O)c2c(C)cc(O)c(C3OC(CO)C(O)C(O)C3O)c2o1 (centres undefined)
screen / no.	17	18	19	20	21	22	23	24
Exocytosis inh	0	-7	-2	-1	-4	-2	-2	-4
HTR2A ag	-3	4	1	-5	1	-5	2	3
N-glyco inh	0	1	-1	0	2	1	-1	5
CaV13 ICDI inh	-7	.	-10	-6	0	.	-4	.
MC4R antagonist	5	1	5	-4	-1	10	-1	-3
ABCB6 inh 2	97	100	102	101	97	102	98	93
H9c2 protect	14	0	15	-23	3	-1	-1	4
ABHD5-PLIN5 inh	4	2	-5	0	-2	3	-1	4
MC4R ag barr	-1.8	-1.8	-0.3	3.0	0.4	-0.7	-1.6	0.8
PDI inh	8	-1	1	-13	-1	-8	22	.

25	O=c1c2cc(-c3ccccc3)sc2nc2n1N=C(c1ccccc1)CS2
26	Cc1ccc(-c2nc(CS(=O)CC(=O)N3CCN(c4ccccc4)CC3)c(C)o2)cc1 (centres undefined)
27	C=C1CCN([C@@H](CC(C)C)C(=O)NCCCc2ccccc2)S(=O)(=O)c2ccccc21
28	COc1ccc(C(=O)c2c(C)oc3cc([N+](=O)[O-])c(O)c([N+](=O)[O-])c23)cc1
29	CC(=O)Nc1ccc(S(=O)(=O)N(Cc2cccnc2)Cc2cc3ccccc3[nH]c2=O)cc1
30	O=C(NCc1cccc(C(F)(F)F)c1)c1ccc2c(c1)OCCO2
31	Cc1cccc(C(=O)N/N=C/c2ccc[nH]2)c1
32	O=C(CN(C(=O)CNS(=O)(=O)c1ccc(F)cc1)c1ccccc1)NCc1ccco1
screen / no.	25	26	27	28	29	30	31	32
Exocytosis inh	-4	28	-16	0	2	-6	1	9
HTR2A ag	5	-1	-9	-6	3	-8	-5	0
N-glyco inh	-4	3	-1	4	-2	0	0	-1
CaV13 ICDI inh	-4	-2	-10	-3	-3	-4	-4	-3
MC4R antagonist	4	16	11	8	6	-3	11	3
ABCB6 inh 2	92	104	98	101	95	103	93	97
H9c2 protect	0	2	1	0	64*	0	7	-3
ABHD5-PLIN5 inh	-6	2	-15	2	7	-9	-1	-12
MC4R ag barr	-1.1	-0.6	-0.7	-3.6	-0.3	0.7	-0.4	-0.1
PDI inh	10	-5	-3	0	4	1	10	-2

33	Cc1ccc(S(=O)(=O)N2CCN(C(=O)COC(=O)CNC(=O)c3ccccc3F)CC2)c(C)c1
34	CCN(C(=O)COC(=O)CSc1cc(C)c2ccccc2n1)c1ccccc1
35	O=C(C1CCCCN1S(=O)(=O)c1ccccc1)N1CCCCC1 (centres undefined)
36	C=CCc1ccccc1OCC(O)CN1CCN(c2ccc(C)cc2)CC1 (centres undefined)
37	Cc1cc(C)cc(-c2nnc(SCC(=O)NCc3cccs3)o2)c1
38	CCn1c(CSCc2ccc(Cl)cc2)n[nH]c1=S
39	Cc1cccc(N2CCCn3c2nc2c3c(=O)[nH]c(=O)n2C)c1
40	O=c1[nH]c2ccc(NCc3ccc(OCc4ccccc4Cl)cc3)cc2[nH]1
screen / no.	33	34	35	36	37	38	39	40
Exocytosis inh	3	4	-5	1	-4	-2	-26	6
HTR2A ag	12	-3	0	-8	-5	6	2	-4
N-glyco inh	2	0	0	1	2	0	6	-6
CaV13 ICDI inh	-2	-6	-5	-9	-7	5	-6	-4
MC4R antagonist	26	16	8	5	-4	8	-2	7
ABCB6 inh 2	98	101	97	97	101	95	95	97
H9c2 protect	3	-8	4	10	-5	-3	1	-8
ABHD5-PLIN5 inh	-6	8	-10	5	-2	-6	4	3
MC4R ag barr	-3.5	-2.5	1.9	5.3	1.7	-1.4	-1.7	-0.4
PDI inh	4	2	6	-2	-3	2	-12	4

# Structural class, the compounds so far containing an aryl thioether with sulfur outside any ring (3)
13	O=C(O)c1cccnc1Sc1ccccc1
34	CCN(C(=O)COC(=O)CSc1cc(C)c2ccccc2n1)c1ccccc1
37	Cc1cc(C)cc(-c2nnc(SCC(=O)NCc3cccs3)o2)c1
screen / no.	13	34	37
Exocytosis inh	-1	4	-4
HTR2A ag	3	-3	-5
N-glyco inh	4	0	2
CaV13 ICDI inh	-6	-6	-7
MC4R antagonist	11	16	-4
ABCB6 inh 2	104	101	101
H9c2 protect	4	-8	-5
ABHD5-PLIN5 inh	2	8	-2
MC4R ag barr	-1.4	-2.5	1.7
PDI inh	-1	2	-3

# Going on with the list:
41	CCN(CC(=O)NCc1ccc(F)cc1)CC(=O)Nc1cc(S(=O)(=O)N(C)C)ccc1C
42	Fc1cccc(CN2CCN3CCCC3C2C2CCCCC2)c1 (centres undefined)
43	Cc1ccc(C)c(NC(=O)CSc2nc3c(oc4ccccc43)c(=O)n2-c2ccccc2)c1
44	CC(=O)N(C(C)=O)c1c(C#N)c(C)n(-c2ccccc2)c1C(=O)c1ccccc1
45	COc1ccc(CN2CC(=O)N(c3ccc(Cl)cc3)C2=S)cc1OC
46	CN1C[C@@H]2[C@@H]3C(=O)N(C)C(=O)[C@@H]3[C@](C)(C1=O)N2C(=O)c1ccc(Br)cc1
47	Cc1ccc(/C([O-])=C(/C(=S)NCc2ccccc2)[n+]2ccccc2)cc1[N+](=O)[O-]
48	Cc1cc(C(=O)NCc2ccco2)sc1C
screen / no.	41	42	43	44	45	46	47	48
Exocytosis inh	-3	0	0	-2	4	-4	0	-8
HTR2A ag	-11	-5	0	3	0	-2	4	6
N-glyco inh	2	-2	-2	0	-1	1	-3	1
CaV13 ICDI inh	-4	-6	-6	-7	-20	-10	-7	-2
MC4R antagonist	0	15	6	-1	1	2	1	6
ABCB6 inh 2	95	97	87	96	91	97	98	101
H9c2 protect	-2	-4	-6	-14	-11	1	5	4
ABHD5-PLIN5 inh	0	1	-1	1	2	-5	-1	3
MC4R ag barr	-1.6	3.4	0.8	0.3	-1.3	-2.9	-2.2	-1.8
PDI inh	10	1	2	-5	6	5	-4	9

49	O=C(c1ccc(N2CCCC2=O)cc1)N1CCN(c2ccccc2Cl)CC1
50	CC(C)Cn1c(-c2csc3ccccc23)n[nH]c1=S
51	O=C(NNC(=O)c1cc2ccccc2[nH]1)OCc1ccccc1
52	CC(=O)O/N=C(/c1nonc1N)N(C)C
53	C=CCn1c(SCC(=O)c2cccs2)nnc1-c1cccc(OC)c1
54	O=C(COC(=O)CN1C(=O)C(=O)c2ccccc21)OCN1C(=O)c2ccccc2C1=O
55	Cc1cc(C)c(S(=O)(=O)NCC(=O)NCc2cc(=O)n(C)c(=O)n2C)c(C)c1
screen / no.	49	50	51	52	53	54	55
Exocytosis inh	-1	-1	-7	0	5	6	0
HTR2A ag	-4	7	7	-1	-1	2	10
N-glyco inh	4	-1	3	-3	-1	4	1
CaV13 ICDI inh	-2	-10	-4	-3	.	-8	-3
MC4R antagonist	-1	7	9	3	2	-22	11
ABCB6 inh 2	97	106	101	104	88	97	102
H9c2 protect	-6	-3	-6	-3	7	2	-1
ABHD5-PLIN5 inh	-1	-7	3	-2	-10	-4	-2
MC4R ag barr	-0.3	0.7	1.3	-1.9	-2.1	-1.9	-0.5
PDI inh	-1	7	0	-1	-1	-7	2
